Bioassay records from PubChem BioAssay.
PERK inh: blocks human PERK kinase. actives 0.17% (n = 220,000). inhibition, % at 5.6 µM. Q9NZJ5. AID 1416. CHO PERK-DD fusion, SEAP luminescence translation reporter;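 active = inhibition above the mean inhibition of all tested compounds plus 3 SD, set separately per screening campaign, cut at about 2.9% in these data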;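 note: PERK kinase domain activated by AP20187 dimerizer at 100 nM; 0% = DMSO with dimerizer and 100% = rapamycin at 8.4 µM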
hK5 inh: kallikrein 5 (human) inhibition; recombinant hK5, fluorogenic AMC substrate cleavage; actives 0.59% (n = 210,000); inhibition, % at 5 µM;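 active = inhibition of 40% or more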;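 note: 0% = enzyme controls without compound and 100% = no-enzyme blanks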
FXIa inh 1536: factor XIa (human) inhibition | P03951 | purified FXIa, Boc-Glu-Ala-Arg-AMC fluorogenic substrate | inhibition, % at 5 µM | actives 0.14% (n = 220,000);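 active = inhibition of at least 40%; inactive = inhibition below 40%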;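 note: fluorescence of freed AMC excited at 355 nm; 0% = enzyme without compound and 100% = no enzyme blank; many of its hits are not listed in these tables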
Cl transport mod: modulators of human KCC2 chloride dependent transport | KCC2 cells, thallium flux FluoZin-2 fluorescence | B-score of Tl+ flux slope (higher = more flux/activation; lower = inhibition) at 10 µM | AID 1456 | Q9H2X9 | actives 2.2% (n = 190,000);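 active = thallium flux slope and its plate-corrected score both differing from the plate sample mean at a set confidence after two filtering rounds, in either direction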;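 note: slope of fluorescence scaled to starting intensity during 10 to 20 s after thallium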
thrombin 1536: blocks human thrombin protease activity; AID 1046; actives 0.26% (n = 220,000); inhibition, % at 5 µM; alpha-thrombin, Boc-VPR-AMC fluorogenic substrate cleavage;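 active = inhibition at or above 40%; inactive = inhibition below 40%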;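 note: 0% = enzyme with no compound and 100% = wells without enzyme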
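System – human alpha-thrombin · Medium – pH 7.5 Tris (50 mM) with NaCl 150 mM, Tween 20 0.05% · Compound – single-point dosing at 5 µM, 0.2% DMSO · Incubation – enzyme reaction carried out at room temperature · Technique – fluorescence of released AMC, ex 355 nm, em 460 nm · Read-out basis – % inhibition of thrombin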
Rad51 HR inh: blocks human Rad51 in homologous recombination. actives 0.085% (n = 200,000). inhibition, % at 10 µM. hRad51 DNA strand exchange, fluorescence dequenching. Q06609. AID 1385;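 active = inhibition above 40% at the single screening dose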;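 note: 0% = DMSO control wells and 100% = blanks with heterologous ssDNA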
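Material: hRad51 filaments on single-stranded DNA; Reagent: Donor/quencher-labelled 47-bp dsDNA substrate; Compound: 10 µM final, single point; Schedule: 37 °C 15-min filament assembly, 30-min compound preincubation, 15-min exchange; Technique: FRET fluorescence, excitation 485 nm, emission 520 nm; Benchmarks: control wells and blank wells on each plate.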
m-calpain inh: calpain II (pig) inhibition | inhibition, % at 16 µM | actives 0.37% (n = 220,000) | purified calpain II, fluorogenic peptide substrate, 30 min;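 active = inhibition above about 50%, limit read from the data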
FXIIa inh 1536: inhibitors of human coagulation factor XIIa | P00748 | purified FXIIa, Boc-QGR-AMC fluorogenic substrate, 2 h | inhibition, % at 5 µM | actives 0.3% (n = 220,000) | AID 800; in the data active = inhibition above about 40%;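 note: 0% = enzyme with no compound and 100% = blank without enzyme; many of its hits are not listed in these tables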
Furin inh: blocks human furin protease activity. P09958. purified furin, fluorogenic substrate cleavage. inhibition, % at 30 µM. actives 0.061% (n = 220,000); in the data active = inhibition above about 25%; note: inactives centre near -15
Numbers without * were called inactive; i = inactive; nt = no result given; [ ] = another dose, or the depositor's remark.

nr	PERK inh	hK5 inh	FXIa inh 1536	Cl transport mod	thrombin 1536	Rad51 HR inh	m-calpain inh	FXIIa inh 1536	Furin inh	canonical_smiles
1	-0.2	-4	-4	nt	-4	-9	-23	8	-14	Cc1ccc(Cl)cc1N1CCN(Cc2cc(=O)n3ccsc3n2)CC1
2	0.2	-28	5	-0.45	3	-5	3	20	-11	CCCCCC(=O)N1CCN(CCN=CC2=C(O)CC(c3ccco3)CC2=O)CC1 (centres undefined)
3	-0.8	1	-2	-0.28	-8	1	-14	5	-29	COc1cccc(CN2CCN(C3CCN(c4ccccc4C)CC3)CC2CCO)c1 (centres undefined)
4	0.8	-14	-5	0.41	6	8	45	5	-21[20 µM]	COC(=O)COc1ccc(S(=O)(=O)NCCC2=CCCCC2)cc1
5	0.8	0	9	0.095	-8	1	17	8	-10	CCN(CC)C1CCS(=O)(=O)C1 (centres undefined)
6	0.5	8	25	1.2	-1	-10	-26	16	-18	COc1ccc(-n2c(C)cc(/C=C3/SC(=O)N(CC(=O)N4CCOCC4)C3=O)c2C)cc1
7	0.1	-13	4	0.41	3	-2	5	3	-13	COc1ccc(N2C(=O)CN=C2Nc2cccc(C)c2C)cc1OC
8	0.5	-5	2	-0.91	-2	-4	-3	9	-29	Cc1ccc(NC(=S)N(CCN(C)C)Cc2cccs2)c(C)c1
9	-0.1	-1	1	nt	-2	0	-28	0	4[20 µM]	Cc1ccc(S(=O)(=O)Nc2nc(C)c(NC(=O)Nc3ccc(Cl)cc3Cl)s2)cc1
10	0.6	0	2	-1.3	-4	5	37	-8	-21	O=C(O)c1ccc(COc2ccc3ccccc3c2/C=C2/NC(=O)N(c3ccccc3)C2=O)cc1
11	-0.1	-4	6	-0.86	3	3	-23	15	0	Cc1cc(/C=N/n2cnnc2)c(C)n1-c1cc(Cl)ccc1Cl
12	0.5	-5	6	2.1	-2	-4	-12	15	-10[20 µM]	Cn1cnc([N+](=O)[O-])c1Nc1cccc(O)c1
13	0.5	-9	5	-5.4*	-6	0	4	4	-21	O=C(NCCOc1ccc(F)cc1)c1ccccc1SCc1ccccc1
14	-0.4	-2	-10	-0.24	-1	1	38	5	-15	Cc1ccc(NC(=O)c2ccc(F)cc2)cc1S(=O)(=O)N1CCCCCC1
15	-0.3	2	-1	0.21	-6	-3	-18	8	-22[20 µM]	O=C(Nc1ccc(N2CCOCC2)c(Cl)c1)c1cc(F)c(F)cc1Cl

nr	PERK inh	hK5 inh	FXIa inh 1536	Cl transport mod	thrombin 1536	Rad51 HR inh	m-calpain inh	FXIIa inh 1536	Furin inh	canonical_smiles
16	-1.4	0	2	-0.57	5	1	-35	17	-15[20 µM]	CS(=O)(=O)N(CC(=O)Nc1ccccc1C(=O)NCc1ccccc1)c1ccc2c(c1)OCCO2
17	0.6	-2	7	-0.4	1	-4	-1	6	-14	CCc1nnc(NS(=O)(=O)c2ccc(N=Cc3c(C)[nH]n(-c4ccc(C)c(C)c4)c3=O)cc2)s1
18	2.1	-7	-2	-0.89	-6	nt	-41	-7	-23[20 µM]	N#Cc1c(-c2ccco2)nc(SCC(=O)Nc2ccc(S(N)(=O)=O)cc2)[nH]c1=O
19	-0.1	0	-2	-0.81	-3	3	-42	8	-17	NC(=O)N/N=C/c1cn(-c2ccccc2)nc1-c1cccs1
20	-0.1	-4	-2	-0.45	-12	nt	2	0	-14	O=C(Cc1ccccc1)NNC1CC(=O)N(c2ccc(Oc3ccccc3)cc2)C1=O (centres undefined)
21	-0.1	0	5	-1.4	-2	6	-17	10	-23	Cc1cccc(C)c1NC(=O)N1CC=C(n2c(=O)[nH]c3ccccc32)CC1
22	-2.9	-28	2	nt	-4	-5	-328	2	-23[20 µM]	CCOC(=O)c1[nH]c2cc(OC)c(OC)cc2c1NC(=O)CN1CCN(c2ccc(OC)cc2)C(C)C1 (centres undefined)
23	0.9	-15	7	0.022	-2	19	-10	9	-20	Cc1nccn1CCCN1C(=O)CNC1=S
24	0.5	-3	-4	1.3	-8	0	-23	nt	-15	Cc1ccc(-c2nnc(-c3ccc4c(c3)OCO4)o2)cc1
25	-1.6	1	-3	-1.9	-7	2	-3	1	-4[20 µM]	C=CCn1c(=O)c2c3c(sc2n2c(Nc4ccccc4)nnc12)CCCC3
26	0.4	-15	-2	nt	-2	5	-254	12	-34	CC1CN(c2oc(-c3ccco3)nc2C#N)CC(C)O1 (centres undefined)
27	-1.1	-26	-5	-0.72	-1	2	5	7	-20[20 µM]	Cc1ccc(S(=O)(=O)N(CC(O)CN2CCOCC2)c2cc(Cl)ccc2Cl)cc1 (centres undefined)
28	-0.4	-9	4	-2.6	2	nt	-48	17	-11	O=C(CSc1nc2c(c(=O)n1-c1ccc(Cl)cc1)SCC2)NCc1ccco1
29	-1.5	0	0	nt	5	12	19	12	-12	CCn1c(SCC(=O)NCCc2ccc(F)cc2)nnc1-c1cccs1
30	0.2	-2	4	0.053	3	6	-53	13	-37	C=CCNc1nc2ccccc2nc1NS(=O)(=O)c1cccs1

nr	PERK inh	hK5 inh	FXIa inh 1536	Cl transport mod	thrombin 1536	Rad51 HR inh	m-calpain inh	FXIIa inh 1536	Furin inh	canonical_smiles
31	0.1	-5	14	-1.8	2	-9	21	34	-22	CCOC(=O)c1cn(CC)c2ccc(S(=O)(=O)N3CCC(C)CC3)cc2c1=O
32	-0.1	19	-11	0.29	-2	nt	-363	-2	-34	Cc1ccc(C)c(Cc2c(C)nc3c(C(=O)N4CCOCC4)cnn3c2C)c1
33	0.2	-2	-2	2.3	6	-25	-29	10	-32	COc1ccc(NC(=O)C/C(C)=N/NC(=O)C(=O)NC2CCCCC2)c(OC)c1
34	0.4	5	4	-0.84	1	-3	16	10	-24	CC1CCCCN1Cc1nc2c(c(=O)n(C)c(=O)n2C)n1Cc1c(F)cccc1Cl (centres undefined)
35	0.6	-4	0	-0.066	-1	0	-8	3	-24[20 µM]	CN(C)c1cccc(C(=O)Nc2ccc(N3CCOCC3)cc2)c1
36	1.1	-15	-4	0.43	1	-3	19	-2	-2	COc1cc(/C=N/Nc2ccccn2)ccc1OCC(C)C
37	-0.7	-7	6	0.63	0	nt	-18	10	-22	CN(C)c1ccc(/C=c2/sc3n(c2=O)NC2(c4ccccc4)N(C)C(=O)N(C)C2(c2ccccc2)N=3)cc1 (centres undefined)
38	0.2	-8	-2	0.14	-2	-3	-18	2	-15	COCCNC(=O)C1CCCN(c2nn3c(=O)cc(C)nc3s2)C1 (centres undefined)
39	-0.6	-1	1	-1.2	1	nt	-113	5	-40	CC(=O)Nc1ccc(N(CC(O)Cn2c3ccccc3c3ccccc32)S(=O)(=O)c2ccc(C)cc2)cc1 (centres undefined)
40	1.2	nt	3	-0.082	0	nt	10	8	-19	Cc1ccc(S(=O)(=O)/N=C(/c2ccccc2)N2CCOCC2)cc1
41	-0.3	3	11	-2.1	8	-28	13	14	-10	C=CCN1C(=O)C(CC(=O)Nc2ccc(OCCC)cc2)N(CCCN2CCN(Cc3ccccc3)CC2)C1=S (centres undefined)
42	-0.5	-30	16	0.091	-9	-12	18	21	-10[20 µM]	O=C(Nc1ccccc1)c1ccc(CSc2ncccn2)cc1
43	0.5	nt	-4	0.23	-5	nt	i	4	-49	COc1ccc(-c2cn3cc(C(=O)NN)ccc3n2)cc1
44	0.7	-32	2	-1.3	0	1	-195	10	-13[20 µM]	CNC(=S)N1CCN(c2c(F)cc3c(=O)c(C(=O)O)cn(C4CC4)c3c2OC)CC1C (centres undefined)
45	-0.5	-25	-7	-1.8	1	-3	0	-6	-15	CCCn1nc(C(=O)Nc2nnc(CC)s2)c2ccccc2c1=O

Sorted by the number under Furin inh (descending): some entries from above.
nr	PERK inh	hK5 inh	FXIa inh 1536	Cl transport mod	thrombin 1536	Rad51 HR inh	m-calpain inh	FXIIa inh 1536	Furin inh	canonical_smiles
38	0.2	-8	-2	0.14	-2	-3	-18	2	-15	COCCNC(=O)C1CCCN(c2nn3c(=O)cc(C)nc3s2)C1 (centres undefined)
37	-0.7	-7	6	0.63	0	nt	-18	10	-22	CN(C)c1ccc(/C=c2/sc3n(c2=O)NC2(c4ccccc4)N(C)C(=O)N(C)C2(c2ccccc2)N=3)cc1 (centres undefined)
32	-0.1	19	-11	0.29	-2	nt	-363	-2	-34	Cc1ccc(C)c(Cc2c(C)nc3c(C(=O)N4CCOCC4)cnn3c2C)c1

(continued)
nr	PERK inh	hK5 inh	FXIa inh 1536	Cl transport mod	thrombin 1536	Rad51 HR inh	m-calpain inh	FXIIa inh 1536	Furin inh	canonical_smiles
46	0.3	nt	2	-0.47	1	nt	-8	12	-15	Cc1cccc2nc(CSc3ccc(Cl)cc3)cn12
47	-1.2	-22	7	1.2	-7	7	-41	23	-24	CN(C)CCN1C(=O)c2oc3ccccc3c(=O)c2C1c1cccc(Br)c1 (centres undefined)
48	-0.2	-2	-3	-1.8	-11	-4	-11	8	-16	Cc1ccc2nc(C)cc(C(=O)Nc3nccs3)c2c1
49	0.3	1	4	-0.76	3	0	27	18	-12[20 µM]	COC(=O)c1sccc1-c1ccc(C(=O)Nc2ccccc2)o1
50	1.0	nt	1	0.085	-1	nt	-2	8	-17	Cc1ccc(C2=NN=C(NC(=O)C(F)(F)F)SC2)cc1
51	0.6	-4	-5	-0.92	-10	0	-26	6	-14	COc1ccc(OCC(=O)N/N=C(\CCC(=O)O)c2cccs2)cc1
52	1.1	6	2	0.017	1	-14	-12	12	-1	Cc1onc(-c2ccccc2Cl)c1C(=O)Nc1ccc(S(=O)(=O)Nc2nccs2)cc1
53	-0.4	2	8	-0.71	-1	-6	-18	20	-14	CCC(CC)C(=O)N1CC(=O)Nc2ccc(Br)cc2C1c1ccccc1 (centres undefined)
54	-0.5	11	-1	nt	-3	1	-121	8	-9	COc1ccc(S(=O)(=O)Nc2ccccc2C(=O)NCc2ccco2)cc1
55	1.1	3	-2	-2.8	-1	-8	-2	3	-9	Cn1ncc2c(N3CCC(Cc4ccccc4)CC3)ncnc21
56	1.1	3	-2	-0.021	-3	13	-5	12	-15	CCN(CC)S(=O)(=O)c1ccc(N2CCOCC2)c(NC(=O)c2ccccc2F)c1
57	-0.2	-8	-5	-2	1	4	-2	-3	3	Cn1c2ccccc2c2cc(C(=O)N3CCOCC3)sc21
58	0.8	-12	3	0.044	-1	5	-13	10	-17	O=C(CCCCn1c(=O)[nH]c2ccsc2c1=O)NCc1ccc2c(c1)OCO2
59	1.2	1	6	-0.24	24	13	17	-1	-22	O=C(COC(=O)CCC(=O)c1cccs1)Nc1ncc(Cl)cc1Cl

This is a subset; rates above refer to the full screens.
